Screens: PubChem, several laboratories
VIM-2 inhibitor – blocks Pseudomonas aeruginosa VIM-2 metallo-beta-lactamase | purified VIM-2, nitrocefin hydrolysis, epi-absorbance fluorescence | inhibition, % at 5.6 µM | 290,000 tested, 0.89% active;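 active means inhibition above the mean of all tested compounds plus 3 SD, cutoff set per screening run, cut at about 7.5% in these data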;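 further: red hydrolysis product quenches plate fluorescence so inhibitors raise well fluorescence; 0% = enzyme with DMSO and 100% = DMSO without enzyme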
HCV NS3 hel inh – blocks Hepatitis C virus NS3 helicase unwinding; NS3 helicase DNA unwinding, Cy5 molecular beacon fluorescence; inhibition, % at 10.9 µM; 290,000 tested, 0.56% active;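 active means inhibition above the mean of all tested compounds plus 3 SD, set per campaign, cut at about 35% in these data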;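 further: 0% = DMSO wells and 100% = thioflavine S control wells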
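Compound dosing – single dose, 10.9 µM nominal final, DMSO 0.8% final · System – NS3 helicase fragment of HCV · Buffer or medium – MOPS pH 6.5, MgCl2, DTT, Tween20, BSA · Signal – Cy5 beacon fluorescence read at start and 1 h · Also added – annealed dual-labelled DNA beacon duplex, ATP-started · Schedule – 1 h at 25 °C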
MEKK2 WT-MEK5 – raises or lowers MEK5 binding to wildtype human MEKK2 PB1 domain; Q9Y2U5; bead flow cytometry, Alexa488-MEK5 binding to MEKK2 WT; actives lie on both sides; binding response (% of control), % at 10 µM; 290,000 tested, 1.1% active; AID 1531; in the data active means binding response below about 67% or above about 130%
PfM18AAP inh – PfM18AAP enzyme inhibition; recombinant PfM18AAP, H-Glu-NHMec fluorogenic cleavage; 290,000 tested, 1.2% active; inhibition, % at 7.35 µM;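 active means inhibition above the campaign mean inhibition over all tested compounds plus 3 SD, cut at about 28% in these data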;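 further: 0% = plate median of test compound wells and 100% = 2 mM ZnCl2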
NALP1 inh – inhibitors of NALP1 inflammasome in yeast | S. cerevisiae NALP1/ASC/caspase-1 growth, X-gal OD620, 72 h | inhibition, % at 10 µM | 280,000 tested, 0.61% active; in the data active means inhibition mostly above about 24%, no sharp cut-off; inactive means mostly below about 32%; further: some compounds called inactive have numbers as strong as hits
IMP-1 inh – blocks Pseudomonas aeruginosa IMP-1 metallo-beta-lactamase; AID 1556; 290,000 tested, 0.45% active; purified IMP-1, nitrocefin hydrolysis, epi-absorbance fluorescence; inhibition, % at 5.6 µM;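 active means inhibition above the mean plus 3 SD of all compounds in the same screening run, cut at about 4.5% in these data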;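 further: 0% = IMP-1 with DMSO and 100% = DMSO wells lacking enzyme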
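System: purified IMP-1 / Input: IMP-1 dispensed at 0.2 nM / Medium: 50 mM HEPES pH 7.1, 50 µM ZnSO4, 0.05% Brij 35 / Timing: 15 min enzyme–compound preincubation, then 25 min nitrocefin reaction, 25 °C / Technique: plate fluorescence quenching by hydrolysis product, ex 480/em 530 nm / Repeats: singlicate testing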
MEKK2 mut-MEK5 – signal of MEK5 binding to mutant human MEKK2 PB1 domain; bead flow cytometry, Alexa488-MEK5 binding to MEKK2 mutant; percent response, % at 10 µM; AID 1530; 290,000 tested, 0.35% active; in the data active means percent response above about 24%, passing the limit was not always enough; further: inactives centre near 1; some results filed as inactive read as strong as hits
FID counter – fluorescent intercalator displacement, NS3 helicase counter-screen; DNA fluorescent intercalator displacement, fluorescence; inhibition, % at 7.9 µM; 290,000 tested, 0.17% active; in the data active means inhibition above about 37%;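 further: 0% = vehicle and 100% = reference compound; higher means more ethidium bromide displaced from hairpin DNA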
SUMO HTRF inh – blocks human SUMOylation mediated by UBC9 | P63279 | HTRF SUMOylation assay, SAE1/SAE2 + UBC9, in vitro | inhibition, % at 35 µM | AID 2006 | 290,000 tested, 0.36% active; in the data active means inhibition above about 50%, passing the limit was not always enough; further: strong numbers were not always called active
Target sequence (P63279 whole entry, looked up): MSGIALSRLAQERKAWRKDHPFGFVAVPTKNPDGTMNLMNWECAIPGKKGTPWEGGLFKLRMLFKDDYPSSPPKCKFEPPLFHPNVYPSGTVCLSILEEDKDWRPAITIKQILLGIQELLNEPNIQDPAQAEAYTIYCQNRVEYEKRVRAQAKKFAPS
Numbers without * were called inactive. Rows were taken by chance; about 4.7% have a hit in one of these screens.

What do the screens show for `c1ccc(Cc2nnc3sc(-c4cccs4)nn23)cc1`?
VIM-2 inhibitor: -2.8; HCV NS3 hel inh: -1; MEKK2 WT-MEK5: 94; PfM18AAP inh: 6; NALP1 inh: 5; IMP-1 inh: -3.3; MEKK2 mut-MEK5: -2; FID counter: -11; SUMO HTRF inh: 16

Results for O=C(C1=C[C@@H](c2ccc(C(F)(F)F)cc2)C[C@@H](OCc2ccc(CO)cc2)O1)N1CCOCC1 ?
VIM-2 inhibitor: 1.1; HCV NS3 hel inh: -2; MEKK2 WT-MEK5: 111; PfM18AAP inh: -12; NALP1 inh: 8; IMP-1 inh: -0.6; MEKK2 mut-MEK5: 8; FID counter: -31; SUMO HTRF inh: 10

How did Cc1noc(C)c1S(=O)(=O)N(CC(=O)NC(C)c1ccccc1)c1ccc(C(C)C)cc1 (stereo not drawn) do in these assays?
VIM-2 inhibitor: -2.2; HCV NS3 hel inh: -8; MEKK2 WT-MEK5: 93; PfM18AAP inh: 3; NALP1 inh: -5; IMP-1 inh: -2.1; MEKK2 mut-MEK5: 3; FID counter: -40; SUMO HTRF inh: -4

Results for COc1cccc(/C=N/n2cnc3cc(C)c(C)cc32)c1OC ?
VIM-2 inhibitor: -3.0; HCV NS3 hel inh: -6; MEKK2 WT-MEK5: 95; PfM18AAP inh: -1; IMP-1 inh: -2.4; MEKK2 mut-MEK5: -2; FID counter: -9; SUMO HTRF inh: -15

How did CC12CCC(C(=O)Nc3cc(Cl)ccc3Cl)(C/C1=N\O)C2(C)C (stereo not drawn) do in these assays?
VIM-2 inhibitor: 0.5; HCV NS3 hel inh: -2; MEKK2 WT-MEK5: 89; PfM18AAP inh: 2; NALP1 inh: 17; IMP-1 inh: -2.5; MEKK2 mut-MEK5: -5; FID counter: -11; SUMO HTRF inh: 27

What do the screens show for `Cc1csc(NC(=O)C2CCCC2)n1`?
VIM-2 inhibitor: -3.2; HCV NS3 hel inh: -1; MEKK2 WT-MEK5: 101; PfM18AAP inh: -1; NALP1 inh: -34; IMP-1 inh: -3.4; MEKK2 mut-MEK5: -4; FID counter: -2; SUMO HTRF inh: 13

Results for O=C(O)/C=C/c1ccccc1Oc1ccc(Cl)cc1Cl ?
VIM-2 inhibitor: -1.1; HCV NS3 hel inh: 26; MEKK2 WT-MEK5: 96; PfM18AAP inh: 2; NALP1 inh: 0; IMP-1 inh: -3.8; MEKK2 mut-MEK5: -2; FID counter: -15; SUMO HTRF inh: 21

Results for O=C(Cc1coc2ccc3ccccc3c12)NCc1cccs1 ?
VIM-2 inhibitor: -2.4; HCV NS3 hel inh: 1; MEKK2 WT-MEK5: 105; PfM18AAP inh: 3; NALP1 inh: 11; IMP-1 inh: -2.9; MEKK2 mut-MEK5: 2; FID counter: -6; SUMO HTRF inh: 22

What do the screens show for `CC(=O)c1ccc(NC(=O)C(C)OC(=O)c2ccc(NS(=O)(=O)c3ccc(F)c(F)c3)cc2)cc1` (stereo not drawn)?
VIM-2 inhibitor: -4.3; HCV NS3 hel inh: -16; MEKK2 WT-MEK5: 96; PfM18AAP inh: 4; NALP1 inh: 19; IMP-1 inh: -1.5; MEKK2 mut-MEK5: -1; FID counter: -20; SUMO HTRF inh: -6

How did CC1CCCCN1C(=O)c1ccc(CS(=O)(=O)Cc2ccccc2)cc1 (stereo not drawn) do in these assays?
VIM-2 inhibitor: -2.2; HCV NS3 hel inh: 5; MEKK2 WT-MEK5: 115; PfM18AAP inh: 2; NALP1 inh: 3; IMP-1 inh: -1.0; MEKK2 mut-MEK5: 8; FID counter: -25; SUMO HTRF inh: 4

Results for O=C(NCc1ccc(F)cc1)C1CC(=O)N(C2CCCCCCC2)C1 (stereo not drawn) ?
VIM-2 inhibitor: -1.6; HCV NS3 hel inh: 11; MEKK2 WT-MEK5: 100; PfM18AAP inh: 7; NALP1 inh: 6; IMP-1 inh: -1.9; MEKK2 mut-MEK5: 2; FID counter: -45

What do the screens show for `CCN1CCN(Cc2c(O)ccc3c(C)cc(=O)oc23)CC1`?
VIM-2 inhibitor: -1.3; HCV NS3 hel inh: 18; MEKK2 WT-MEK5: 106; PfM18AAP inh: 6; NALP1 inh: 8; IMP-1 inh: -1.1; MEKK2 mut-MEK5: 2; FID counter: -1; SUMO HTRF inh: 15

How did N=c1n(CCO)c2ccccc2n1Cc1ccc(Cl)cc1 do in these assays?
VIM-2 inhibitor: -2.6; HCV NS3 hel inh: 1; MEKK2 WT-MEK5: 104; PfM18AAP inh: 6; NALP1 inh: 8; IMP-1 inh: -3.6; MEKK2 mut-MEK5: 11; FID counter: 20; SUMO HTRF inh: 26

How did C=CCN(c1ccc(C(=O)Nc2cccc(C)c2)cc1)S(C)(=O)=O do in these assays?
VIM-2 inhibitor: -1.8; HCV NS3 hel inh: 3; MEKK2 WT-MEK5: 98; PfM18AAP inh: -3; NALP1 inh: 10; IMP-1 inh: 0.8; MEKK2 mut-MEK5: -7; FID counter: -12; SUMO HTRF inh: 4

How did Nc1ccccc1Nc1cc(-c2ccccc2)[nH]n1 do in these assays?
VIM-2 inhibitor: -1.8; HCV NS3 hel inh: -20; MEKK2 WT-MEK5: 89; PfM18AAP inh: 39*; NALP1 inh: 9; IMP-1 inh: -2.7; MEKK2 mut-MEK5: -10; FID counter: -4; SUMO HTRF inh: 4

How did Fc1ccc(/C=C2\CCCC3=C2NC(=S)NC3c2ccc(F)cc2)cc1 (stereo not drawn) do in these assays?
VIM-2 inhibitor: -4.1; HCV NS3 hel inh: -17; MEKK2 WT-MEK5: 100; PfM18AAP inh: 15; NALP1 inh: 18; IMP-1 inh: -2.1; MEKK2 mut-MEK5: -2; FID counter: -23; SUMO HTRF inh: -2

What do the screens show for `Cc1ccc2nc(Nc3nc(CSc4nc5ccccc5s4)cc(=O)[nH]3)nc(C)c2c1`?
VIM-2 inhibitor: -3.9; HCV NS3 hel inh: 7; MEKK2 WT-MEK5: 94; PfM18AAP inh: -1; NALP1 inh: 11; IMP-1 inh: -4.4; MEKK2 mut-MEK5: 14; FID counter: -4; SUMO HTRF inh: -2

How did CCCCNCc1cc(Br)c(OCC(=O)N2CCOCC2)c(OC)c1 do in these assays?
VIM-2 inhibitor: -0.4; HCV NS3 hel inh: -7; MEKK2 WT-MEK5: 101; PfM18AAP inh: -1; NALP1 inh: -3; IMP-1 inh: -2.7; MEKK2 mut-MEK5: 2; FID counter: 2; SUMO HTRF inh: -1

How did CCNc1nc(NCC)nc(N/N=C/c2ccccc2)n1 do in these assays?
VIM-2 inhibitor: -3.5; HCV NS3 hel inh: 9; MEKK2 WT-MEK5: 103; PfM18AAP inh: 0; NALP1 inh: -12; IMP-1 inh: -3.5; MEKK2 mut-MEK5: 0; FID counter: -10; SUMO HTRF inh: -5

How did Cc1cc(Oc2nc3c(C)cccn3c(=O)c2/C=C(\C#N)S(=O)(=O)c2ccccc2)ccc1Cl do in these assays?
VIM-2 inhibitor: -2.4; HCV NS3 hel inh: -7; MEKK2 WT-MEK5: 114; PfM18AAP inh: 3; NALP1 inh: 32; IMP-1 inh: -3.6; MEKK2 mut-MEK5: 13; FID counter: -3; SUMO HTRF inh: 5

4 entries from above, arranged by length of the SMILES, descending.
How did CC1CCCCN1C(=O)c1ccc(CS(=O)(=O)Cc2ccccc2)cc1 (stereo not drawn) do in these assays?
VIM-2 inhibitor: -2.2; HCV NS3 hel inh: 5; MEKK2 WT-MEK5: 115; PfM18AAP inh: 2; NALP1 inh: 3; IMP-1 inh: -1.0; MEKK2 mut-MEK5: 8; FID counter: -25; SUMO HTRF inh: 4

Results for O=C(O)/C=C/c1ccccc1Oc1ccc(Cl)cc1Cl ?
VIM-2 inhibitor: -1.1; HCV NS3 hel inh: 26; MEKK2 WT-MEK5: 96; PfM18AAP inh: 2; NALP1 inh: 0; IMP-1 inh: -3.8; MEKK2 mut-MEK5: -2; FID counter: -15; SUMO HTRF inh: 21

How did CCNc1nc(NCC)nc(N/N=C/c2ccccc2)n1 do in these assays?
VIM-2 inhibitor: -3.5; HCV NS3 hel inh: 9; MEKK2 WT-MEK5: 103; PfM18AAP inh: 0; NALP1 inh: -12; IMP-1 inh: -3.5; MEKK2 mut-MEK5: 0; FID counter: -10; SUMO HTRF inh: -5

How did Nc1ccccc1Nc1cc(-c2ccccc2)[nH]n1 do in these assays?
VIM-2 inhibitor: -1.8; HCV NS3 hel inh: -20; MEKK2 WT-MEK5: 89; PfM18AAP inh: 39*; NALP1 inh: 9; IMP-1 inh: -2.7; MEKK2 mut-MEK5: -10; FID counter: -4; SUMO HTRF inh: 4

Following part
How did Cc1c(-n2c(SCC(=O)N(C)C3CCS(=O)(=O)C3)nc3ccccc3c2=O)c(=O)n(-c2ccccc2)n1C (stereo not drawn) do in these assays?
VIM-2 inhibitor: 0.9; HCV NS3 hel inh: -2; MEKK2 WT-MEK5: 104; PfM18AAP inh: -2; NALP1 inh: 6; IMP-1 inh: -3.7; MEKK2 mut-MEK5: 5; FID counter: -5; SUMO HTRF inh: -5

What do the screens show for `CCc1ccc(S(=O)(=O)NC2CC(C)(C)NC(C)(C)C2)cc1`?
VIM-2 inhibitor: 1.5; HCV NS3 hel inh: 15; MEKK2 WT-MEK5: 100; PfM18AAP inh: 3; NALP1 inh: 13; IMP-1 inh: 1.0; MEKK2 mut-MEK5: 0; FID counter: 2; SUMO HTRF inh: 1

How did COC(=O)c1ccc(NC(=S)NCCCn2ccnc2)cc1 do in these assays?
VIM-2 inhibitor: -1.3; HCV NS3 hel inh: 7; MEKK2 WT-MEK5: 99; PfM18AAP inh: 4; NALP1 inh: 0; IMP-1 inh: -1.7; MEKK2 mut-MEK5: 0; FID counter: 7; SUMO HTRF inh: 4

What do the screens show for `Cc1ccc(S(=O)(=O)NCC(=O)OC(C(=O)c2ccccc2)c2ccccc2)cc1` (stereo not drawn)?
VIM-2 inhibitor: -2.0; HCV NS3 hel inh: -16; MEKK2 WT-MEK5: 93; PfM18AAP inh: -1; NALP1 inh: 11; IMP-1 inh: -5.3; MEKK2 mut-MEK5: -5; FID counter: -15; SUMO HTRF inh: -11

How did Cc1nnc(NCc2cccc(Cl)c2)c2ccccc12 do in these assays?
VIM-2 inhibitor: -1.6; HCV NS3 hel inh: -33; MEKK2 WT-MEK5: 101; PfM18AAP inh: -6; NALP1 inh: 16; IMP-1 inh: -2.1; MEKK2 mut-MEK5: 8; FID counter: -4; SUMO HTRF inh: 1

How did CC(=O)Nc1sc2c(c1CN1CCCC1)CCCC2 do in these assays?
VIM-2 inhibitor: -1.4; HCV NS3 hel inh: -2; MEKK2 WT-MEK5: 100; PfM18AAP inh: 4; IMP-1 inh: -2.2; MEKK2 mut-MEK5: 2; FID counter: -3; SUMO HTRF inh: -1
